SENP8 block-1: human SENP8 protease inhibitors, primary screen, biochemical, fluorescence, Nedd8 protein substrate, uHTS; Sentrin-specific protease 8 (Homo sapiens), Q96LD8; recombinant SENP8; inhibition, % at 20 µM; 0.64% of 360,000 active; AID 602440, 2012; in the data active = inhibition mostly above about 40%, no sharp cut-off; inactive = mostly below about 27%
NALP3 yeast inh: NALP3 inflammasome inhibitors in reconstituted yeast, primary screen, luminescence, uHTS; Yeast reconstituted NLRP3/ASC/caspase-1, beta-gal luminescence, 24 h; inhibition, % at 10 µM; 0.39% of 330,000 active;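 active = inhibition of 50% or more; inactive = inhibition below 50%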;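 also: plate controls were induced DMSO wells for no effect and uninduced yeast grown without galactose for full effect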
SENP8 block-2: SENP8 protease inhibitors, primary screen, biochemical, luminescence; purified SENP8, Z-RLRGG-aminoluciferin cleavage; AID 2540, 2010; 1.2% of 330,000 active; inhibition, % at 10 µM; in the data active = inhibition above about 50%
SENP6 inh: SENP6 protease inhibitors, primary screen, biochemical, luminescence, uHTS | Sentrin-specific protease 6 (Homo sapiens), Q9GZR1 | Recombinant SENP6 catalytic domain, aminoluciferin luminescence | inhibition, % at 10 µM | 1.8% of 330,000 active | AID 2599, 2010;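 active = inhibition above about 50% at the single tested dose, limit read from the data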;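 also: plate controls were DMSO wells with enzyme for no effect and DMSO wells lacking enzyme for full effect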
Apaf-1 inh: inhibitors of human Apaf-1 apoptosome, primary screen, biochemical, DEVD-Rh110 fluorescence, uHTS; 0.71% of 330,000 active; AID 489030, 2010; reconstituted apoptosome caspase-3 activity; inhibition, % at 20 µM; active = inhibition of at least 40% at 20 µM;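 also: plate controls were DMSO wells for no effect and DEVD-CHO caspase inhibitor wells for full effect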
Target sequence (O14727 whole entry, looked up): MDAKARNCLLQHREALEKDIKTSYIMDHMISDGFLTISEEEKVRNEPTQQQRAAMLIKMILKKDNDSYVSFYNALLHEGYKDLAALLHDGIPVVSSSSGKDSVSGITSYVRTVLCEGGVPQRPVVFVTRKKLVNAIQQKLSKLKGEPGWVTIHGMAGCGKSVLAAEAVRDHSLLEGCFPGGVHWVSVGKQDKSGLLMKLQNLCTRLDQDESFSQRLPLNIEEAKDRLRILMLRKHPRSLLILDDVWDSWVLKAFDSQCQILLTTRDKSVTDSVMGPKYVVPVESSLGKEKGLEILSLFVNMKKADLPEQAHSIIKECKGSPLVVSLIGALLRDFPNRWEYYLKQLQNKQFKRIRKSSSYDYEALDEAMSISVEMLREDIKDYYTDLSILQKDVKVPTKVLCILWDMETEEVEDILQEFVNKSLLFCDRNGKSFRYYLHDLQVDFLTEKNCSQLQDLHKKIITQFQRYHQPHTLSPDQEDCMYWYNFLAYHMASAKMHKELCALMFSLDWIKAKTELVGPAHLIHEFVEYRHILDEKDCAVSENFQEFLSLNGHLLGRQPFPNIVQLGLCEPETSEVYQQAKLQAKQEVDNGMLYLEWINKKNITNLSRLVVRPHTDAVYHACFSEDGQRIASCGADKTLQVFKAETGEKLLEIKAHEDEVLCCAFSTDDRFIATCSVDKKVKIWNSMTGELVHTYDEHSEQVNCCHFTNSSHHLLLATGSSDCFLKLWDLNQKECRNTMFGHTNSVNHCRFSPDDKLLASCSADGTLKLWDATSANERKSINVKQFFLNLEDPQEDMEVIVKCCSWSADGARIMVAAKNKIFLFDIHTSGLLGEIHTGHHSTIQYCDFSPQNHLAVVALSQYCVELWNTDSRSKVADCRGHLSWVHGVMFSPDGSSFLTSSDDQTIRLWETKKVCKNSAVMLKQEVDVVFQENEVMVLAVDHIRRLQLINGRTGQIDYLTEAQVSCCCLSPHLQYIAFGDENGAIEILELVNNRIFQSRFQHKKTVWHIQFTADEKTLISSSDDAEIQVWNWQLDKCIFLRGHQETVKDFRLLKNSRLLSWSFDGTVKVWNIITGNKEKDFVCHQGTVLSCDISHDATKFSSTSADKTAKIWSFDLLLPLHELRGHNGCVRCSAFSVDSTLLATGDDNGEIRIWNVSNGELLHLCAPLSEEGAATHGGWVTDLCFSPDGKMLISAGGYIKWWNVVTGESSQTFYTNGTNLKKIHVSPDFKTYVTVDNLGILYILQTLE
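Material: cell-free apoptosome with Apaf-1, procaspase-3 and caspase-9; Buffer or medium: Hepes pH 7.5 with detergent and BSA; Reagent: cytochrome c trigger plus (Z-DEVD)2-Rh110 caspase-3 substrate; Times: compound with Apaf-1, dATP, procaspase-3 30 min, then 50 min reaction, room temperature; Technique: Rh110 fluorescence intensity.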
SENP7 inh: SENP7 protease inhibitors, primary screen, biochemical, luminescence, uHTS. 1.5% of 330,000 active. AID 434973, 2010. inhibition, % at 5 µM. recombinant SENP7, Z-RLRGG-aminoluciferin luminescence, 40 min;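 active = inhibition above about 50% at the single test dose, limit read from the data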;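 also: plate controls were DMSO with enzyme for no effect and no enzyme buffer wells for full effect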
PfGluPho inh: PfG6PD enzyme inhibitors, primary screen, biochemical, fluorescence intensity, uHTS; glucose-6-phosphate dehydrogenase-6-phosphogluconolactonase (Plasmodium falciparum 3D7); PfGluPho enzyme, NADPH resazurin-diaphorase fluorescence; inhibition, % at 20 µM; 0.78% of 350,000 active;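 active = inhibition reaching at least a set limit at 20 µM in the primary screen, cut at about 59% in these data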;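 also: 0% = DMSO wells with substrate and 100% = DMSO wells lacking glucose-6-phosphate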
HKDC1 inh: HKDC1 hexokinase inhibitors, primary screen, biochemical, fluorescence, uHTS; Q2TB90; recombinant HKDC1, G6PDH/diaphorase resazurin coupled fluorescence; inhibition, % at 20 µM; 0.16% of 340,000 active;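 active = inhibition above about 35% when tested at 20 µM, limit read from the data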;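 also: plate controls were DMSO wells with enzyme for no effect and DMSO wells lacking enzyme for full effect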
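Test system: HK5 enzyme. Quantity: 5 µg/mL HK5 final. Reagent: glucose and ATP substrates. Schedule: 90 min reaction incubation at room temperature, dark. Technique: resazurin-to-resorufin fluorescence via G6PDH and diaphorase coupling, 525/613 nm. Control set: DMSO wells with and without enzyme mix.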
SENP1 inh: human SENP1 catalytic domain inhibitors, primary screen, biochemical, FRET, uHTS. Sentrin-specific protease 1 (Homo sapiens), Q9P0U3. 0.21% of 360,000 active. recombinant SENP1 catalytic domain, CyPet-SUMO1-YPet FRET cleavage. inhibition, % at 10 µM;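 active = inhibition at least 30% at 10 µM, raw YFP signal under a set limit, fluorescence ratio 0.5 to 1.5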;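 also: 0% = enzyme with DMSO and 100% = no enzyme wells; some results filed as inactive read as strong as hits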
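Test system: human SENP1 catalytic domain; medium: Tris pH 8 buffer plus EDTA, NaCl, BME, BSA, NP40, catalase; incubation: 50 min reaction at room temperature; technique: FRET, CFP and YFP emission; controls: no-enzyme low control and enzyme-plus-DMSO high control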
Starred values were filed as active, the others as inactive; · = no result given. The list is partial. The share of hits here may be higher or lower than overall.

1	Cc1ccc(N2C(=O)NC(=O)/C(=C/C=C/c3ccco3)C2=O)cc1
2	CC(=O)Cc1ccc(OC(C)C)cc1
3	COc1ccc(F)cc1C(=O)C1CCCN(Cc2ccc(O)cc2)C1 (stereo not drawn)
4	COc1ccc(CN2CC=C(c3ccc(F)cc3)CC2)cc1Br
5	CC1CN(C(=O)CCC(=O)N2CCC3(CC2)OCCO3)c2cc(Cl)ccc2O1 (stereo not drawn)
6	Cc1cc(Oc2cc(NN3CCCCC3)c([N+](=O)[O-])cc2[N+](=O)[O-])ccc1[N+](=O)[O-]
7	CC(C)n1c(=O)c(C=Nc2ccc(Cl)cc2)c(O)n(Cc2ccco2)c1=O
8	CCC1(CC)C(=O)NC(=O)N(c2ccccc2)C1=O
9	CCOc1cc(/C=C2\C(=O)NC(=O)N(CCc3ccc(F)cc3)C2=O)ccc1O
10	O=C(NC(=O)c1c(F)cccc1F)Nc1cc(Cl)c(F)c(Cl)c1F

entry no.	1	2	3	4	5	6	7	8	9	10
SENP1 inh	-33	2	0	0	0	1	·	2	-12	4
SENP6 inh	-4	-20	-7	-3	3	1	-6	·	16	-10
HKDC1 inh	-1	-4	-5	7	-4	2	·	0	5	-5
SENP8 block-2	-5	-5	-4	-11	-11	-1	-10	·	3	3
NALP3 yeast inh	4	12	22	24	1	19	4	·	-14	9
Apaf-1 inh	14	1	4	22	0	0	11	·	20	7
SENP8 block-1	4	18	-16	14	8	18	·	39	28	18
SENP7 inh	7	6	14	-1	-12	9	-5	·	4	2
PfGluPho inh	29	-7	-6	-8	-7	8	·	3	13	9

11	CCOC(=O)c1cc(C(O)(C(=O)OC)C(F)(F)F)c(/N=C/N(C)C)o1 (stereo not drawn)
12	C/C=C(\C)C(=O)N[C@@H](c1ccccc1)[C@@H](O)C(=O)O[C@H]1C[C@@]2(O)[C@@H](OC(=O)c3ccccc3)C3[C@](C)(C(=O)[C@H](O)C(=C1C)C2(C)C)[C@@H](O)C[C@H]1OC[C@@]31OC(C)=O (stereo partly drawn)
13	CCC(=NCCO)c1c(O)n(-c2ccc(Cl)cc2)c(=O)[nH]c1=O
14	COc1cccc(CC(=O)N2CCN(Cc3cccc(Cl)c3)CC2)c1
15	CCCNC(=O)c1c(N)n(Cc2ccco2)c2nc3ccccc3nc12
16	CN1CCN(c2ncnc3nc[nH]c23)CC1
17	O=C(Nc1ccccc1OC(=O)N1CCCCC1)N1CCCCC1
18	CCN(CC)c1ccc(N=Cc2c(O)[nH]c(=O)[nH]c2=O)cc1
19	O=C1CC(=O)N(c2cccc(Br)c2)C(=O)N1
20	COCCNC(=O)CN1C(=O)C(C)N=C(c2ccccc2)c2cc(Cl)ccc21 (stereo not drawn)

entry no.	11	12	13	14	15	16	17	18	19	20
SENP1 inh	-2	3	0	0	·	-6	-1	24	-13	0
SENP6 inh	0	7	-10	2	21	-1	15	9	0	-18
HKDC1 inh	-6	4	0	-4	5	-10	-12	1	-9	-4
SENP8 block-2	-2	-2	-3	3	14	-3	8	2	-8	5
NALP3 yeast inh	2	-1	11	14	-2	-2	9	9	-1	8
Apaf-1 inh	1	3	-11	12	40*	-10	-10	4	6	11
SENP8 block-1	-29	24	19	7	·	5	3	7	16	9
SENP7 inh	2	-2	-3	-6	15	-6	2	5	-2	3
PfGluPho inh	-11	-15	-4	23	28	20	-2	21	2	1

21	C[C@]12CC[C@@H](O)CC1=CC(=O)C1C2CC[C@]2(C)C(=O)CCC12 (stereo partly drawn)
22	NNC(N)=O
23	O=C1NC(=S)NC(=O)C1=Cc1ccc(OCC(=O)N2CCCC2)cc1
24	COc1cc(OC)c(C=O)c(OC(=O)N(C)C)c1
25	CCCCCn1c(N)c(C(=O)NCc2cccs2)c2nc3ccccc3nc21
26	C=CCN1C(=O)NC(=O)/C(=C/c2ccc(OCC(=O)Nc3ccc(C)cc3)cc2)C1=O
27	CCCCC1C(=O)NC(=S)N(C)C1=O (stereo not drawn)
28	CCOc1ccc(N=Cc2c(O)n(CCc3ccc(OC)c(OC)c3)c(=O)[nH]c2=O)cc1
29	Cc1nn(C2CCOC(C)(C)C2)c2c1C(c1ccc(OC(C)C)cc1)SCC(=O)N2 (stereo not drawn)
30	CC1(C)NCCN2C(=O)CSC21 (stereo not drawn)

entry no.	21	22	23	24	25	26	27	28	29	30
SENP1 inh	-106	-1	1	1	·	1	-3	-15	-1	3
SENP6 inh	8	-16	2	-14	80*	-5	·	-4	-7	1
HKDC1 inh	3	0	0	-3	15	-1	4	-8	-6	-2
SENP8 block-2	-8	-10	6	5	84*	-8	·	1	5	0
NALP3 yeast inh	36	14	7	1	8	12	·	12	7	-5
Apaf-1 inh	6	-3	4	-8	70*	8	·	-10	0	2
SENP8 block-1	1	14	-3	8	·	0	16	-263	14	12
SENP7 inh	3	-9	0	2	40	-8	·	-2	1	-8
PfGluPho inh	28	-15	6	-15	14	15	14	-6	36	3

31	COC(=O)c1ccc(NC(=O)NC(=O)Oc2ccccc2)cc1
32	COc1ccc(N2C(=O)/C(=C/c3ccc(N(C)C)o3)C(=O)NC2=S)cc1
33	Cc1ccc2c(c1)=C/C(=C\c1c(O)[nH]c(=O)[nH]c1=O)C(=O)N=2
34	c1ccc(NC2=NCCS2)cc1
35	CC(C)OCC(O)CN1CC2C[C@@H](C1)Cn1c2cccc1=O (stereo partly drawn)
36	CN1CCN(c2ccc(S(=O)(=O)C(F)(F)F)cc2[N+](=O)[O-])CC1
37	O=C(c1ccccc1F)c1cn(Cc2ccccc2)c2ccccc12
38	O=C(CN1CCCC1=O)NCCc1ccccc1
39	CC12CC[C@H]3[C@@H](CCC4(O)C[C@H](O)CCC34/C=N/NC(=O)c3ccccc3O)C1(O)CCC2C1=CC(=O)OC1 (stereo partly drawn)
40	O=[N+]([O-])c1cc(-n2cnnn2)c(O)c([N+](=O)[O-])c1

entry no.	31	32	33	34	35	36	37	38	39	40
SENP1 inh	0	69*	13	2	-10	2	0	0	1	2
SENP6 inh	13	-16	13	-8	-52	-4	1	3	-6	6
HKDC1 inh	-3	2	-5	-2	7	-7	13	-11	-6	1
SENP8 block-2	16	1	-5	-4	-11	1	3	1	-3	-8
NALP3 yeast inh	8	30	8	-22	-2	15	-3	7	3	-5
Apaf-1 inh	-19	3	2	-10	4	-2	-1	-1	-14	4
SENP8 block-1	21	38	-26	14	2	6	11	5	-186	22
SENP7 inh	-2	-1	15	0	-12	-2	1	4	0	-3
PfGluPho inh	0	9	28	-3	-4	7	5	1	-4	-21

41	COP(=O)(OC)C(NC(=O)C(C)(C)C)=C(Cl)Cl
42	CCCCCCN1CCN(c2ccc(Cl)cc2)CC1
43	Cc1nn(Cc2c(Cl)cccc2Cl)c(Cl)c1C(=O)O
44	C=CCn1c(O)c(/C=N/NC(=O)c2ccncc2)c(=O)[nH]c1=O
45	NC(=O)CSP(=O)(c1ccccc1)c1ccccc1
46	COC(=O)C1=C(c2ccc(-c3ccccc3)c(F)c2)C[C@@H]2CC[C@H]1N2C(=O)N1CCCCC1
47	CC(C)C(=O)Nc1ccc(S(=O)(=O)N2CC3CC(C2)c2cccc(=O)n2C3)cc1 (stereo not drawn)
48	CC1CCCCN1C(=O)c1ccc(N2CC3CC(C2)c2cccc(=O)n2C3)c([N+](=O)[O-])c1 (stereo not drawn)
49	COC(=O)C1=C(c2ccc(C(C)=O)cc2)C[C@@H]2CC[C@H]1N2C(=O)NCc1ccc2c(c1)OCO2
50	COc1cc2c(cc1OC)-c1c(OC)c(OC)cc3c1C(C2)N(C)CC3 (stereo not drawn)

entry no.	41	42	43	44	45	46	47	48	49	50
SENP1 inh	0	1	0	-8	2	2	2	0	4	24
SENP6 inh	-14	11	7	0	-14	-16	3	-23	-12	82*
HKDC1 inh	-6	-3	-8	-3	-5	1	-9	-5	-1	21
SENP8 block-2	-10	-4	-1	-8	2	-24	-20	-7	-4	58*
NALP3 yeast inh	13	2	17	5	7	23	13	-5	9	27
Apaf-1 inh	10	-2	-4	2	-1	38	-12	-1	9	95*
SENP8 block-1	6	14	9	-80	15	8	7	7	-11	-136
SENP7 inh	-12	7	1	0	3	-11	-11	-5	5	55*
PfGluPho inh	-1	14	-19	10	12	9	7	-4	-17	68*

A different layout for part of the listing above:
# | SMILES | SENP1 inh | SENP6 inh | HKDC1 inh | SENP8 block-2 | NALP3 yeast inh | Apaf-1 inh | SENP8 block-1 | SENP7 inh | PfGluPho inh
42 | CCCCCCN1CCN(c2ccc(Cl)cc2)CC1 | 1 | 11 | -3 | -4 | 2 | -2 | 14 | 7 | 14
43 | Cc1nn(Cc2c(Cl)cccc2Cl)c(Cl)c1C(=O)O | 0 | 7 | -8 | -1 | 17 | -4 | 9 | 1 | -19

The list goes on.
51	NC(Cc1ccccc1)Cc1ccccc1
52	O=C(CCl)Nc1nccs1
53	O=P(C(=Nc1ccc(Cl)cc1)N1CCOCC1)(N1CCOCC1)N1CCOCC1
54	O=C(OCC(=O)c1ccc([N+](=O)[O-])cc1)/C(=C\c1ccc(Cl)cc1)NC(=O)c1ccccc1
55	COc1ccc2c(c1)CC1(CN2C)C(=O)NC(=O)N(CCc2ccccc2)C1=O (stereo not drawn)

entry no.	51	52	53	54	55
SENP1 inh	2	0	0	2	-56
SENP6 inh	4	-22	-1	-41	-11
HKDC1 inh	-7	1	-3	-8	11
SENP8 block-2	2	-2	3	-9	-6
NALP3 yeast inh	-1	-13	12	8	24
Apaf-1 inh	-10	-1	-1	17	18
SENP8 block-1	10	29	13	-6	10
SENP7 inh	1	2	7	-8	8
PfGluPho inh	0	21	-15	44	32

Four entries from above, with two lines to a compound:
Below each SMILES: SENP1 inh | SENP6 inh | HKDC1 inh | SENP8 block-2 | NALP3 yeast inh | Apaf-1 inh | SENP8 block-1 | SENP7 inh | PfGluPho inh
#55 COc1ccc2c(c1)CC1(CN2C)C(=O)NC(=O)N(CCc2ccccc2)C1=O (stereo not drawn)
  -56 | -11 | 11 | -6 | 24 | 18 | 10 | 8 | 32
#52 O=C(CCl)Nc1nccs1
  0 | -22 | 1 | -2 | -13 | -1 | 29 | 2 | 21
#53 O=P(C(=Nc1ccc(Cl)cc1)N1CCOCC1)(N1CCOCC1)N1CCOCC1
  0 | -1 | -3 | 3 | 12 | -1 | 13 | 7 | -15
#54 O=C(OCC(=O)c1ccc([N+](=O)[O-])cc1)/C(=C\c1ccc(Cl)cc1)NC(=O)c1ccccc1
  2 | -41 | -8 | -9 | 8 | 17 | -6 | -8 | 44
